Source: PubChem (National Center for Advancing Translational Sciences (NCATS))
WRN helicase inh = WRN helicase (human) inhibition; Q14191; WRN helicase unwinding, fluorescent forked duplex, kinetic; Potency, µM (highest dose often 114 µM), for inactives: top-dose activity change, negative = inhibition, actives largely listed as inhibitors; 360,000 tested, 0.46% active; AID 651768; note: potency is the fitted concentration of half-maximal effect; % is set by controls: 0 for no effect and ±100 for the full control effect; nearly all actives have a fitted effect of over 55% in size
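Fluorescence dequenching readout, ex 525 nm/em 598 nm, kinetic mode: forked duplex DNA (100 nM final) with adjacent fluorophore and quencher unwound by WRN (20 nM final) with 2 mM ATP. Compound preincubation 15 min, room temperature.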
PLK1 PBD inh = PLK1 (human) polo-box domain binding inhibition; Plk1 PBD binding of FITC phosphopeptide, fluorescence polarization; 360,000 tested, 2.8% active; Potency, µM, for inactives: max response, negative = inhibition, hits mostly inhibitors; P53350; note: potency is the fitted concentration of half-maximal effect; series mostly up to about 57 µM; % is set by controls: 0 for no effect and ±100 for the full control effect; nearly all actives have a fitted effect of over 65% in size
EPAC1 agonist = EPAC1 (human) agonism. AID 720707. Potency, µM (titrated, usually from 154 µM), for the others: at the top dose activation, usual class: activators. 360,000 tested, 0.073% active. O95398. EPAC1 agonist qHTS, biochemical assay; response scale: 100% = response to 6.5 mM cAMP; note: potency is the fitted concentration of half-maximal effect; nearly all actives have a fitted effect of over 60% in size
Target sequence (O95398 whole entry, looked up): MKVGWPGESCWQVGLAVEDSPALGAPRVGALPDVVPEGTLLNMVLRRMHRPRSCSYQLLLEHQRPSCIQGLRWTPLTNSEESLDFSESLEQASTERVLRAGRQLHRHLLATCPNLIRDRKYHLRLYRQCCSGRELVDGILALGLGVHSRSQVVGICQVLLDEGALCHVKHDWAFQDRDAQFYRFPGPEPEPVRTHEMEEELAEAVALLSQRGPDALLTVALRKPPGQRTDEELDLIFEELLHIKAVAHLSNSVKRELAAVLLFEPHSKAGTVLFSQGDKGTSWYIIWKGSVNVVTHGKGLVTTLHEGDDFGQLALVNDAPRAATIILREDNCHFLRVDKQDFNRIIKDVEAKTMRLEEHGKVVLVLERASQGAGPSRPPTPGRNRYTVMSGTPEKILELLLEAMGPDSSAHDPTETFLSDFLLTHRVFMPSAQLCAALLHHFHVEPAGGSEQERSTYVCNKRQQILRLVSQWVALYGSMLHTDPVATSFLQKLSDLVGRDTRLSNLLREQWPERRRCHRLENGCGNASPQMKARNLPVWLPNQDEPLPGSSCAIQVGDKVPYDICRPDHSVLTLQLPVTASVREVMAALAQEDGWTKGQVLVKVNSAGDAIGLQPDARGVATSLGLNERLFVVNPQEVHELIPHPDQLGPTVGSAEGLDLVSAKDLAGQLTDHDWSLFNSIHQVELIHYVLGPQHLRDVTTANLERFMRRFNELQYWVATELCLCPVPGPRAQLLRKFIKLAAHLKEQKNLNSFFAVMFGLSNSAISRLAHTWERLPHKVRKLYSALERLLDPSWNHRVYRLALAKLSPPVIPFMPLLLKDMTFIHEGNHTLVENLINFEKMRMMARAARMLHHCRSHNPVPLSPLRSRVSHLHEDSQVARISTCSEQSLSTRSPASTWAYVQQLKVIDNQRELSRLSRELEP
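Fluorescent GDP-exchange assay: 100 nM EPAC1 with 250 nM Rap1B preloaded with BODIPY-GDP and 50 uM GDP; compounds tested as concentration series, 5 min at room temperature, then read every 5 min for 30 min (ex 480/em 540 nm); normalized to 6.5 mM cAMP.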
MmCpn inh = inhibitors of Methanococcus maripaludis chaperonin (MmCpn); purified Mm-Cpn ATPase, ADP Transcreener TR-FRET; AID 504842; 330,000 tested, 0.031% active; Potency, µM (top dose mostly 76.9 µM), without a hit: top-dose activity, negative = inhibition, most hits filed as inhibitors; note: potency is the fitted concentration of half-maximal effect; % is set by controls: 0 for no effect and ±100 for the full control effect; nearly all actives have a fitted effect of over 80% in size
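ATPase read-out: TR-FRET ADP immunoassay (anti-ADP Eu cryptate vs ADP-d2), ex 320 nm, em 590/665 nm; signal drops as ADP forms. Enzyme 25 nM, ATP 10 uM, 30 min at 37°C after 10 min compound preincubation.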
PI5P4Ka inh = inhibitors of human PI5P4K alpha; P48426; PI5P4Kalpha enzyme, ADP-Glo luminescence, 60 min; hits give low values; max response, %; 330,000 tested, 1.2% active; AID 652105; active = max response of -50% or lower; inconclusive = between -30% and -50%; inactive = -30% or higher; note: value at the top dose of about 77 µM; % is set by controls: 0 for no effect and ±100 for the full control effect
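Reactions run in 0.038 M HEPES pH 7.4, 0.28 mM EGTA, 0.1% CHAPS and 5% DMSO, with PI5P4Kalpha, substrate, compound and 5 microM ATP final, one hour at room temperature. Readout is ADP-Glo luminescence.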
EPAC2 antag = blocks human EPAC2 exchange factor; Potency, µM (doses to about 114 µM), for inactives: at the top dose activity, negative = inhibition, usual class: inhibitors; 360,000 tested, 0.18% active; Q8WZA2; AID 720708; EPAC2 GEF exchange of Rap1B-BODIPY-GDP, fluorescence; note: potency is the fitted concentration of half-maximal effect; % is set by controls: 0 for no effect and ±100 for the full control effect; nearly all actives have a fitted effect of over 45% in size; many of its hits are not listed in these tables
EPAC1 antag = blocks human EPAC1 exchange factor; EPAC1 GEF assay, Rap1b-BODIPY-GDP exchange fluorescence; Potency, µM (top dose mostly 115 µM), for inactives: at the top dose activity change, negative = inhibition, actives largely listed as inhibitors; 360,000 tested, 0.14% active;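 note: potency is the fitted concentration of half-maximal effect; plate controls were vehicle for no effect and positive control for full effect; nearly all actives have a fitted effect of over 50% in size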
CCT modulator = modulators of cytosolic chaperonin (CCT/TRiC) activity. purified chaperonin ATPase assay, HTRF ADP detection, 30 min. activity change, % (concentration not given with the values), hits read low. 360,000 tested, 0.3% active; in the data active = activity change below about -30%; note: % is set by controls: 0 for no effect and ±100 for the full control effect
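We incubate TRiC, 40 or 20 nM final, with library compounds at 76 uM and 10 uM ATP for 30 min at 37 °C. ADP formed is detected with Transcreener HTRF reagents after 30 min at room temperature.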
Active calls of the source: *; ? = inconclusive; nt = not tested or not shown; [ ] = dose if it differs, or a comment. Unless noted, calls come from the whole dose curve; as a rule, active = well fitted curve in the direction sought with a large enough effect; inconclusive = small, poorly fitted or top-dose-only effect, or another doubt; inactive = no such curve, though single readings can be large; an effect the other way counts as inactive or inconclusive. The list is partial; rates above refer to the full screens.

SMILES	WRN helicase inh	EPAC2 antag	EPAC1 antag	PLK1 PBD inh	CCT modulator	MmCpn inh	PI5P4Ka inh	EPAC1 agonist
CSc1ccc(/C=C(/NC(=O)c2ccco2)C(=O)NCc2ccco2)cc1	-20%	0%	-7%	-3%	-1.8	?	-4	6%
O=C(Oc1ccc(-c2nnco2)cc1)N(c1ccccc1)c1ccccc1	10%[57.1 µM]	-9%	-10%	-7%	-0.2	0%	2	4%
COc1ccc(NC(=O)CCS(=O)(=O)c2ccccc2)c(OC)c1	-1%	2%	5%	-1%	-1.0	1%	nt	9%
CCOC(=O)C1=C(CSc2nc(-c3ccncc3)ccc2C#N)OC(N)=C(C#N)C1c1cccnc1 (stereo not given)	-11%	0%	8%	-8%	-1.6	-7%	-2	3%
Cc1cccc(NC(=O)Nc2ccc(Br)cc2)n1	2%	1%	-11%	-7%	-0.9	0%	-1	6%
O=C(CSc1nc(-c2ccco2)cc(C(F)(F)F)n1)NN1CCOCC1	8%	-3%	3%	-5%	-1.1	-4%	1	6%
Cc1cc(OCCCC(=O)NNC(=O)c2ccncc2)ccc1Cl	-6%	7%	-22%	-1%	1.1	-4%	3	-12%
C=CCN(C(=O)CSc1nnnn1C)c1nc(-c2ccccc2)cs1	-7%	7%	3%	-5%	-1.8	-1%	-6	1%
O=C(COc1ccccc1C(=O)O)Nc1ccc(SC(F)F)cc1	-5%	-4%	-5%	-21%	-2.2	3%	-24	-5%
Cc1ccc(S(=O)(=O)N(C)c2ccc(OCC(=O)OCc3cccc(Br)c3)cc2)cc1	-2%	0%	-4%	-9%	-1.2	nt	3	12%
CCOC(=O)C1(Cc2ccccc2)CCCN(Cc2ccc(OCC)c(CO)c2)C1 (stereo not given)	1%	3%	-2%	-12%	-0.2	-1%	8	-5%
COc1ccc(NS(=O)(=O)CC(C)C)c(OC)c1	-26%[57.1 µM]	1%	-6%	-2%	-2.6	0%	1	1%
O=C(NC1CCOCC1)C1CCC(=O)N(Cc2ccc(Cl)cc2)C1 (stereo not given)	-10%	-26%	?	-3%	0.2	-4%	1	-23%
OC[C@@H]1CN(Cc2cccc(C(F)(F)F)c2)C[C@H](n2cnc3c(NCc4ccc(F)cc4)ncnc32)O1	-2%	4%	-18%	0%	-0.6	nt	16	-15%
CC(Sc1nncn1C)C(=O)Nc1ccc(S(N)(=O)=O)cc1 (stereo not given)	-1%	-2%	-12%	-21%	-0.3	5%	1	18%
O=C(O)C1CCCN(C(=O)NCc2ccccc2)C1 (stereo not given)	2%	8%	16%	1%	-0.7	-1%	5	-3%
O=C(c1cc(COc2ccc(F)cc2Cl)on1)N1CCN(C2CCCCC2)C(=O)C1	-27%	-4%	-7%	3%	0.7	1%	10	-8%
O=C(NCCc1ccccc1)C1Cc2c(-c3ccc4c(c3)OCO4)ccnc2O1 (stereo not given)	-1%	-8%	-5%	11%	-2.7	nt	-2	-5%
Cc1cccc(NC(=O)CCC2CCN(Cc3nccs3)CC2)c1	4%	5%	0%	-20%	-1.1	-1%	-4	13%
COc1ccc(S(=O)(=O)N2CCCC(C(=O)O)C2)cc1Cl (stereo not given)	5%	8%	-6%	-3%	-1.3	nt	4	1%

(next part)
SMILES	WRN helicase inh	EPAC2 antag	EPAC1 antag	PLK1 PBD inh	CCT modulator	MmCpn inh	PI5P4Ka inh	EPAC1 agonist
O=C(CCCCC(=O)NN=Cc1ccc2c(c1)CCC2)NN=Cc1ccc2c(c1)CCC2	-6%	-2%	-6%	-8%	-0.2	nt	22	12%
CCOc1ccc2nc(NC(=O)C3CCN(C(=O)c4ccco4)CC3)sc2c1	2%	2%	-20%	-3%	0.7	1%	-11	-10%
COCCCNC(=O)C[C@@H]1C[C@@]2(C(=O)OC)CC(C)(C)CC=C2N(CCc2ccc(OC)c(OC)c2)C1=O	8%	2%	11%	-3%	nt	nt	-10	-12%
CCN(C(=O)CCNC(=O)Cn1cnc2ccccc2c1=O)c1cccc(Cl)c1	6%	10%	11%	-16%	-2.3	-2%	2	13%
O=C(CSc1nc(-c2ccccc2)c(-c2ccccc2)[nH]1)NCCN1C(=O)CSC1=O	-17%	11%	2%	-11%	3.1	-5%	5	5%
CCCC[C@@H]1Cc2[nH][nH]c(=O)c2[C@H](c2cccc3ccccc23)O1	-8%	0%	-15%	-29%	1.9	nt	6	-15%
Clc1ccccc1Cc1noc(CN2CCCCC2CCc2ccccn2)n1 (stereo not given)	10%	8%	-15%	-3%	-0.8	1%	-6	3%
CN(C)c1cccc(CNC(=O)c2csc([C@@H]3O[C@H](CO)[C@H](O)[C@H](O)[C@H]3O)n2)c1	0%	22%	-1%	3%	-1.0	nt	1	-3%
Cc1cccc(NC(=S)NCC2CCCO2)c1 (stereo not given)	13%	8%	-17%	-27%	-0.2	0%	-2	-10%
Cc1cccc(N=Nc2cn[nH]c2-c2ccco2)c1	-6%[57.1 µM]	5%	-3%	30µM*	-0.8	3%	2	0%
CCc1ccccc1NC(=S)N1CCN(c2ccccn2)CC1	-15%	-2%	-13%	-10%	2.9	1%	7	-4%
C[C@@H]1CC[C@@]2(O[C@H](CCO)C[C@@H](O)[C@@H]2O)O1	2%	-1%	5%	-4%	-1.4	-5%	-2	6%
Cc1c(NC(=O)OCCSc2nc(N(C)C)nc(N(C)C)n2)sc(=S)n1C	-6%	10%	4%	-10%	4.3	nt	nt	2%
S=C(NC1CCCCC1)N(CCc1nc2ccccc2[nH]1)C1CCCC1	-6%	-3%	9%	-3%	0.5	2%	3	11%
O=C(Nc1cccc(-c2ccc(N3CCCCC3)nn2)c1)c1ccco1	-5%	-2%	5%	-8%	0.7	0%	-4	0%
CCCn1nc(C(=O)Nc2cccc(C(=O)OC)c2)c2ccccc2c1=O	-11%	-3%	-13%	0%	-2.8	1%	2	9%
CCc1noc(C)c1C(=O)OCC(=O)Nc1nc(-c2ccc(F)c(F)c2)cs1	0%	-3%	0%	-10%	1.2	-29%	0	23%
COc1ccc(OC)c(NC(=O)CN2C(=O)COc3ccc(S(=O)(=O)N4CCCC4)cc32)c1	-3%	-6%	0%	0%	1.1	2%	10	24%
CCn1ncc(/C=N\NC(=O)COc2ccccc2)c1C	4%	22%	-1%	-4%	0.7	1%	6	-11%
COc1ccc(CNC(=O)C2CCCN(S(=O)(=O)c3c(C)n[nH]c3C)C2)cc1 (stereo not given)	-7%	-2%	-5%	-3%	1.4	1%	nt	2%

(more compounds)
SMILES	WRN helicase inh	EPAC2 antag	EPAC1 antag	PLK1 PBD inh	CCT modulator	MmCpn inh	PI5P4Ka inh	EPAC1 agonist
O=C(CCn1cnc2ccccc21)N/N=C/c1ccc(O)cc1	-3%	9%	-17%	-5%	-6.6	0%	2	-2%
Cc1ccc(S(=O)(=O)NC(C)C(=O)N2CCOCCOCCOCCOCC2)cc1 (stereo not given)	0%	0%	17%	0%	-0.2	1%	-6	-12%
CCOc1ccc(N(CC(=O)N2CCN(c3ccccc3F)CC2)S(=O)(=O)c2c(C)noc2C)cc1	6%	10%	21%	-6%	-1.5	0%	-1	-12%
Cc1nn(C)cc1C(C)NCc1c(C(=O)N2CCCCCCC2)nc2ccc(Cl)cn12 (stereo not given)	-3%	6%[57.1 µM]	-7%	-2%	0.4	0%	0	3%
CC1(C)Cc2c(sc3nc(C4CC4)n(N)c(=O)c23)CO1	4%	1%	4%	-6%	0.9	0%	-1	-1%
CN(C)S(=O)(=O)c1cc(NC(=O)CNCCN2CCOCC2)ccc1Cl	15%	3%	-3%	2%	1.1	-2%	7	-2%
Cc1cc(N2C(=O)C3C4C=CC(C4)C3C2=O)ccc1Br (stereo not given)	2%	11%	0%	-10%	3.5	0%	5	0%
N[C@@H](C(=O)N[C@@H]1C(=O)N2C(C(=O)O)=C(Cl)CS[C@H]12)c1ccccc1	-32%	-3%	-9%	27µM*	0.7	-1%	?	5%
CC(C)(C)NC(=O)C(c1ccc(O)cc1)N(Cc1ccco1)C(=O)CCC(=O)Nc1ccccn1 (stereo not given)	4%	10%	1%	1%	1.7	1%	-1	1%
CCOC(=O)Cc1[nH]nc2c1C(C1C=CCCC1)C(C#N)=C(N)O2 (stereo not given)	-18%	1%	-7%	-9%	-26	-1%	-51*	1%
O=C(NCC(F)(F)F)c1cc2c(c(-c3cccc(-c4ccccc4F)c3)n1)[C@@H](CCO)N(C(=O)CC1CC1)C2	-6%	-1%	-21%	0%	1.1	nt	10	-3%
CC(=C/c1ccccc1)/C=N/n1c(-c2ccncc2)n[nH]c1=S	-8%	18%	-7%	-21%	-1.1	-2%	-25	-5%
Cc1cc2nc(C3CCCN(C(=O)NCc4ccccc4)C3)[nH]c2cc1C (stereo not given)	7%	11%	-3%	?	0.9	3%	-1	-5%
CCNc1nc(NC(C)C)nc(SCCOC(=O)c2ccccc2)n1	0%	-7%	-29%	-11%	-2.4	0%	3	-1%
CC(C)NCC1CCc2cc(CO)c([N+](=O)[O-])cc2N1 (stereo not given)	2%	5%	-5%	-10%	-1.5	0%	2	2%
COc1cc(OC)c(C(=O)OCC(=O)NC2CCCCCCC2)cc1OC	2%	-2%	-1%	-3%	-0.7	-4%	18	-3%
CC(C)CC(c1nnnn1C1CCCCC1)N1CCN(C(=O)c2ccco2)CC1 (stereo not given)	-10%	-3%	-7%	5%	-3.9	-1%	7	-5%
CCOC(=O)CC1=NN(c2ccccc2)C(=O)/C1=C\c1ccc(N(C)C)cc1	-2%	-5%	-2%	?	-1.1	1%	1	9%
CCOC(=O)c1c(NC(=S)NC(=O)/C=C/c2cccs2)sc(C)c1C	-6%	4%	-15%	-4%	0.4	2%	-4	-2%
CC(=O)NC(=S)Nc1cccc2ccc(C)nc12	4%	11%	-12%	4%	2.2	-5%	-3	-2%
CCc1nc2c(OCc3ccccc3OC)cccn2c1N(C)C(=O)C(C)C	-3%	-6%	0%	-9%	0.9	nt	1	0%
CCSS(=O)(=O)c1cccc2cccnc12	32µM*	?	-1%	2.7µM*	-1.6	0%	-84*	6%

Part of the list above, as labelled records.
CC(=O)NC(=S)Nc1cccc2ccc(C)nc12
  WRN helicase inh: 4%
  EPAC2 antag: 11%
  EPAC1 antag: -12%
  PLK1 PBD inh: 4%
  CCT modulator: 2.2
  MmCpn inh: -5%
  PI5P4Ka inh: -3
  EPAC1 agonist: -2%

CCc1nc2c(OCc3ccccc3OC)cccn2c1N(C)C(=O)C(C)C
  WRN helicase inh: -3%
  EPAC2 antag: -6%
  EPAC1 antag: 0%
  PLK1 PBD inh: -9%
  CCT modulator: 0.9
  MmCpn inh: nt
  PI5P4Ka inh: 1
  EPAC1 agonist: 0%
